# KLF5 inhibitor: kruppel-like factor 5 inhibition. DLD-1 KLF5 promoter-luciferase reporter, luminescence. inhibition, % at 5 µM. actives 0.23% (n = 290,000);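 active means inhibition above a per-plate limit of that plate's mean compound inhibition plus 3 SD, cut at about 60% in these data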;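 further: 0% = DMSO wells and 100% = LY294002 at 200 µM; higher means less KLF5 promoter-driven luciferase light; inactives centre near -14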
# aSyn UTR inh: 5' untranslated region of α-synuclein, MLPCN primary screen; alpha-synuclein 5'UTR reporter, inhibitor activity; inhibition, % (tested at 7.5 µM); actives 0.82% (n = 300,000); AID 1813; in the data active means inhibition above about 60%;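 further: H4 neuroglioblastoma cells stably carrying SNCA 5'UTR luciferase fusion; 0% = DMSO wells and 100% = positive control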
# IEC-6 tox: counter-screen for KLF5 inhibitors: cytotoxicity in IEC-6 cells. inhibition, % at 5 µM. actives 0.78% (n = 290,000). IEC-6 cytotoxicity, luminescence viability; in the data active means inhibition above about 22%;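 further: 0% = plate median of test compound wells and 100% = cytotoxic reference compound wells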
# HSP90 inh: blocks HSP90-mediated luciferase refolding in reticulocyte lysate. Rabbit reticulocyte lysate, luciferase refolding luminescence, 3 h. inhibition, % at 5.6 µM. actives 0.91% (n = 290,000);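 active means inhibition above the screen-wide mean plus 3 SD, computed separately per campaign, cut at about 16% in these data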;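 further: 0% = DMSO wells and 100% = 60 µM geldanamycin wells; inhibitors lower the luminescence because luciferase stays unfolded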
# Dyrk1A ADPGlo: inhibitors of rat Dyrk1A kinase. Q63470. ADP-Glo luminescence, NFATc1 peptide. inhibition, % at 12.5 µM. actives 0.43% (n = 310,000). AID 504441; in the data active means inhibition above about 50%;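 further: plate controls were vehicle with enzyme for no effect and no enzyme for full effect; many of its hits are not listed in these tables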
# HSF1 activator: increases HSF-1 driven luciferase reporter signal; NIH3T3-HGL HSF-1 luciferase reporter, MG132, 8 h; 100% = twice DMSO control signal; activation, % at 9 µM; actives 1.7% (n = 300,000);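 active means mean replicate activation of at least 50% with a set share of replicates each reaching 50%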;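 further: 0% = median of the neutral control wells and 100% = twice that signal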
# HSF1 inh: HSF1 inhibition; actives 0.77% (n = 300,000); activity change, negative = inhibition, % at 7.5 µM (by protocol); AID 2098; NIH3T3-HGL HSE-luciferase, MG132-induced, luminescence 8 h; stronger effect = lower value;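 active means more than half of replicate wells show activity change below -50%, luminescence cut by over half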;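 further: luciferase reports HSF-1 transcriptional activity via heat shock element; 0% = median of DMSO wells and -100% = zero luminescence signal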
# Platelet DG rel: modulates dense granule release in human platelets | actives 0.22% (n = 300,000) | inhibition, %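 (compounds screened at 7.5 µM in platelet-rich plasma)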 | human platelet-rich plasma, SFLLRN dense granule ATP release, luminescence;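 active means mean replicate score, as percent of positive control, at or above 50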
# GSK3beta inhib: human GSK3beta kinase inhibition. actives 0.038% (n = 300,000). activity score (negative = inhibition), % at 10 µM. P49841. GST-GSK3beta kinase, ADP-Glo luminescence, 60 min; stronger effect = lower value;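 active means more than half of replicate wells score below -50%, meaning over 50% inhibition versus plate controls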;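 further: 0% = median DMSO wells and -100% = median GW8510 positive control wells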
# Target sequence (P49841 whole entry, looked up): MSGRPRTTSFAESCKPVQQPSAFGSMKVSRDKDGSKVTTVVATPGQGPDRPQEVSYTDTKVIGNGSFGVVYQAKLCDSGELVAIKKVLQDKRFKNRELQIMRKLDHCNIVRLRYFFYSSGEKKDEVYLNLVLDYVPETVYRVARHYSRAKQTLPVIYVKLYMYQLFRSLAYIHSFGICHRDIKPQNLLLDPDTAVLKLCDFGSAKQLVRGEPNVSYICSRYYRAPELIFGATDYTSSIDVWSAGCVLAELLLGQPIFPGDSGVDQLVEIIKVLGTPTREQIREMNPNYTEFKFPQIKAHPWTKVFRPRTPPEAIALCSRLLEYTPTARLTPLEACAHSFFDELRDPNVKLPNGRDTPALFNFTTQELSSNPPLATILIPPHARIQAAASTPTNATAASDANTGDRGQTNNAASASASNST
#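 Assay system: GST-fused GSK3beta enzyme, cell-free / Medium: Tris pH 7.5 buffer with MgCl2, DTT, BSA, heparin / Also added: peptide substrate plus 25 µM ATP (final) / Compound: 10 µM single point / Timing: kinase reaction with compound 60 min at room temperature / Detection: ADP-Glo luminescence / Benchmarks: DMSO neutral wells and GW8510 at 20 µM as positive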
# GSK3 alpha inh: human GSK-3 alpha kinase inhibition; actives 0.1% (n = 320,000); ADP-Glo luminescence, 60 min; P49840; AID 2650; inhibition, % at 10 µM;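 in the data active means inhibition above about 50%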;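 further: GST-tagged GSK-3 alpha with peptide substrate and 25 µM ATP; 0% = DMSO neutral wells and 100% = GW8510 positive control wells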
# Target sequence (P49840 whole entry, looked up): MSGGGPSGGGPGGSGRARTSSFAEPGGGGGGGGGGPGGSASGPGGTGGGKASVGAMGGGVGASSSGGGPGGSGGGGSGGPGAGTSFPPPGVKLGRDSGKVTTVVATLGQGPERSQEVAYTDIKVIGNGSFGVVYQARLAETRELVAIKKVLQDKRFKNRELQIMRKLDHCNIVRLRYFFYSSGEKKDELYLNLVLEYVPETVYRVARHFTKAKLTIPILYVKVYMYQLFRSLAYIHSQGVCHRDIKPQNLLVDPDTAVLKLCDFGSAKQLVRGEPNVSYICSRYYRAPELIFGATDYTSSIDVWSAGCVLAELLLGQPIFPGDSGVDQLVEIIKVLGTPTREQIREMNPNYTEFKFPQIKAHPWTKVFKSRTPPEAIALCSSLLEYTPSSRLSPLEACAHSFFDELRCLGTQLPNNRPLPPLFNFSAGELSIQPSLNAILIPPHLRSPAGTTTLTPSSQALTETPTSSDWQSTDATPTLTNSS
# Numbers without * were called inactive; / = no result given; & = joins results of further samples. Some of the compounds tested, so the mix of outcomes need not match the whole.
SMILES,KLF5 inhibitor,aSyn UTR inh,IEC-6 tox,HSP90 inh,Dyrk1A ADPGlo,HSF1 activator,HSF1 inh,Platelet DG rel,GSK3beta inhib,GSK3 alpha inh
C[n+]1c(-c2ccccc2)sc2ccccc21,-5,-2,0,-5,-1,12,-1,-2,3,-2
COC(=O)CC1=C(C(=O)OC)C2(C(=O)N(C)c3ccccc32)C(C#N)=C(N)O1 (centres undefined),-20,3,-2,-2,-1,23,-1,-1,4,-1
CC(C)C(=O)N1CCN(CCN=Cc2c(O)n(C)c(=O)n(C)c2=O)CC1,2,-9,-4,3,5,2,-2,1,1,/
O=C(NC(Cc1ccccc1)C(=O)N1CCC2(CC1)OCCO2)C1CCCCC1 (centres undefined),-40,-8,-2,2,3,-8,-5,6,-1,-2
CC(=O)N(C1=NCCCS1)c1ccc(Cl)cc1,-9,34,-3,-2,3,7,2,3,1,2
CNc1ccc2nc3ccccc3[n+](C)c2c1,-22,46,15,4,2,27,5,3,0,2
Cc1ccc(N=Cc2c(O)n(-c3ccc(C)cc3)c(=O)[nH]c2=O)cc1,/,7,/,/,-5,-2,4,1,-2,-2
CCOc1ccc(NC2=NCCCS2)cc1,-3,8,5,1,2,14,2,-1,0,0
O=c1[nH]c(=O)n(-c2cccc(Cl)c2)c(O)c1/C=N/c1ccccn1,-4,-6,5,2,-3,4,-3,5,0,-3
COc1ccc(C(CC(=O)N2CCC3(CC2)OCCO3)NS(=O)(=O)c2ccc(C)cc2)cc1 (centres undefined),-41,-11,2,-9,0,-7,-2,-2,4,-5
C=CCn1c(O)c(C(C)=NCc2cc(OC)cc(OC)c2)c(=O)[nH]c1=O,-5,38,28*,-2,-4,4,4,5,1,2
CCOC(=O)C1(Cc2ccc(Cl)cc2)CCN(C(C)CCn2cccn2)CC1 (centres undefined),-1,12,3,1,5,-2,0,-4,1,-1
Cc1cc(/C=C2\C(=O)NC(=O)N(Cc3ccco3)C2=O)c(C)n1-c1ccc(O)cc1,-9,11,-10,-2,-3,-2,-2,0,1,1
CCOC(=O)C1(CCOc2ccccc2)CCN(Cc2ccc(C)s2)CC1,14,4,0,1,13,6,10,-8,3,-3
CN1CC[C@@]2(C)c3cc(O)ccc3N(C)C2O1 (some centres undefined),/,4,/,/,1,11,-1,9,3,0
Fc1ccc(CNCCc2ccc3c(c2)OCO3)cc1,-4,-4,1,1,-2,-1,7,5,1,-2
Nc1ccccc1C(=O)c1ccccc1,-41,3,2,-2,0,-3,3,19,1,2
Cc1nn(Cc2ccccc2)c(Cl)c1C(=O)Nc1ccc(OC(F)(F)F)cc1,0,21,2,2,-3,24,7,-15,4,-2
N/C(=N\[N+](=O)[O-])N/N=C/c1ccc(O)cc1,-14,2,-3,0,6,-5,-9,31,-7,5
S=C=Nc1ccccn1,-27,-51,-4,-1,12,-17,-5,1,0,-2
Cc1ccccc1-c1nc2ccccc2c(=O)n1C,-44,-4,-12,-4,1,-11,2,-4,-2,-1
CC(C)(C)c1ccc(CN2C(=O)CN=C(c3ccccc3)c3ccccc32)cc1,-11,24,-1,2,7,-4,-11,-10,0,1
Cn1cccc1/C=C1\C(=O)NC(=O)N(Cc2ccccc2)C1=O,-8,-36,1,4,-2,-6,-6,-9,-1,-1
CN(C)[C@@H]1C(=O)C(C(N)=O)=C(O)[C@@]2(O)C(=O)C3=C(O)c4c(O)cccc4[C@@](C)(O)[C@H]3[C@H](O)[C@@H]12,2,20&-7,-24,-1,10&10,-8&-1,-1&2,8&-4,-4&1,6&19&3
CC(=O)c1cc(C(C)=O)c(C)[n+](C)c1C,-18,15,1,1,0,3,-14,5,2,-5
CC(=O)OC1(c2ccccc2)CC(C(C)(C)C)CN(C(C)(C)C)C1 (centres undefined),-10,8,2,0,-5,13,0,-2,1,-1
COc1cccc(-c2cc(C(F)(F)F)n3nc(C(=O)N4CCC5(CC4)OCCO5)cc3n2)c1,-23,-29,-2,-4,11,7,5,-4,-1,0
CCn1c(P(C)(=O)O)nc2ccccc21,-13,-6,-2,3,-5,-14,0,14,2,-4
Cc1nc2ccccc2c(=O)n1-c1ccc(-c2ccccc2)cc1,-34,-18,4,0,1,-3,-9,-7,-1,1
CN(C)CC#CCC(O)(c1ccccc1)C1CCCC1 (centres undefined),-10,3,6,1,2,15,10,-2,-5,-1
N#Cc1ccccc1Cn1cc(C(=O)c2ccccc2F)c2ccccc21,-22,44,-2,-6,-3,35,25,-19,3,-4
CCN1CCN(c2cc(=O)n3ccccc3n2)CC1,-19,-3,8,-4,5,10,3,8,/,-2
OC(c1ccccc1)(c1ccc(Cl)cc1)C1CN2CCC1CC2 (centres undefined),-30,-31,-3,0,/,-8,-9,0,-1,1
CC(C)=CCc1c(O)cc2c(c1O)C(=O)CC(c1ccc(O)cc1)O2 (centres undefined),/,-53,/,/,9,-4,-3,-5,0,4
O[C@@H]1CCCC[C@H]1N1CCC(c2ccccc2)CC1,-8&7,-20,-4&-9,-1&0,4,29,9,0,2,0
O=c1c2ccccc2nc(-c2ccc([N+](=O)[O-])cc2)n1-c1ccccc1,4,3,-3,-2,6,-4,-2,-8,-4,2
Cn1c(=O)cc(OCCCC(=O)N2CCC3(CC2)OCCO3)c2ccccc21,1,6,-4,-3,7,9,8,2,0,-1
CCCCC(CC)COCCCN=Cc1c(O)[nH]c(=S)[nH]c1=O (centres undefined),8,6,-2,1,/,-8,-16,-7,4,5
CCCC1(CCC)C(=O)NC(=NCc2ccccc2)NC1=O,9,10,1,3,0,-7,8,0,1,-2
CCOP(=O)(OCC)c1ccc(O)cc1,-19,1,-2,-2,3,-3,2,-4,3,0
c1ccc(C[n+]2ccccc2)cc1,/,5,/,/,2,-4,2,0,1,0
CC(=O)c1ccc(OC(=O)N(C)c2ccccc2)cc1,-50,-66,1,2,4,8,-4,14,1,/
CC(=O)Nc1ccccc1OC(=O)N(C)C,-20,0,0,0,1,15,-3,-2,-2,/
CC(Cc1ccccc1)N1C(=O)c2ccccc2C1=O (centres undefined),-35,-27,9,5,-5,13,15,-8,3,0
Cc1c(N=Cc2c(O)n(C)c(=O)[nH]c2=O)c(=O)n(-c2ccccc2)n1C,-9,-6,1,1,/,-12,1,9,-2,0

# As a working copy, some entries already given:
SMILES,KLF5 inhibitor,aSyn UTR inh,IEC-6 tox,HSP90 inh,Dyrk1A ADPGlo,HSF1 activator,HSF1 inh,Platelet DG rel,GSK3beta inhib,GSK3 alpha inh
CCn1c(P(C)(=O)O)nc2ccccc21,-13,-6,-2,3,-5,-14,0,14,2,-4
Cc1nc2ccccc2c(=O)n1-c1ccc(-c2ccccc2)cc1,-34,-18,4,0,1,-3,-9,-7,-1,1
CN(C)CC#CCC(O)(c1ccccc1)C1CCCC1 (centres undefined),-10,3,6,1,2,15,10,-2,-5,-1
N#Cc1ccccc1Cn1cc(C(=O)c2ccccc2F)c2ccccc21,-22,44,-2,-6,-3,35,25,-19,3,-4
CCN1CCN(c2cc(=O)n3ccccc3n2)CC1,-19,-3,8,-4,5,10,3,8,/,-2
OC(c1ccccc1)(c1ccc(Cl)cc1)C1CN2CCC1CC2 (centres undefined),-30,-31,-3,0,/,-8,-9,0,-1,1
CC(C)=CCc1c(O)cc2c(c1O)C(=O)CC(c1ccc(O)cc1)O2 (centres undefined),/,-53,/,/,9,-4,-3,-5,0,4
O[C@@H]1CCCC[C@H]1N1CCC(c2ccccc2)CC1,-8&7,-20,-4&-9,-1&0,4,29,9,0,2,0
O=c1c2ccccc2nc(-c2ccc([N+](=O)[O-])cc2)n1-c1ccccc1,4,3,-3,-2,6,-4,-2,-8,-4,2
Cn1c(=O)cc(OCCCC(=O)N2CCC3(CC2)OCCO3)c2ccccc21,1,6,-4,-3,7,9,8,2,0,-1
CCCCC(CC)COCCCN=Cc1c(O)[nH]c(=S)[nH]c1=O (centres undefined),8,6,-2,1,/,-8,-16,-7,4,5
CCCC1(CCC)C(=O)NC(=NCc2ccccc2)NC1=O,9,10,1,3,0,-7,8,0,1,-2
CCOP(=O)(OCC)c1ccc(O)cc1,-19,1,-2,-2,3,-3,2,-4,3,0
c1ccc(C[n+]2ccccc2)cc1,/,5,/,/,2,-4,2,0,1,0
CC(=O)c1ccc(OC(=O)N(C)c2ccccc2)cc1,-50,-66,1,2,4,8,-4,14,1,/

# Following part.
SMILES,KLF5 inhibitor,aSyn UTR inh,IEC-6 tox,HSP90 inh,Dyrk1A ADPGlo,HSF1 activator,HSF1 inh,Platelet DG rel,GSK3beta inhib,GSK3 alpha inh
CC(C)C(=O)c1cn(Cc2ccccc2C#N)c2ccccc12,-4,-7,0,0,14,11,2,49,-16,2
COc1ccc(CC2C(=O)N(c3ccccc3)C(=O)N(c3ccccc3)C2=O)c(OC)c1,-28,-32,-2,5,-1,21,7,-1,3,/
CC(NCc1ccc(Cl)cc1Cl)C(O)c1ccccc1 (centres undefined),-9,-36,-6,0,/,13,3,3,3,-2
Nc1ccccc1C(=O)OCCOc1ccccc1,-54,/,-2,1,5,/,/,/,/,-2
COc1ccn(C)c(=O)c1C#N,-23,18,2,0,4,8,-6,2,0,-6
O=C(Nc1ccc(F)cc1F)c1cccn(Cc2ccccc2)c1=O,-22,-4,-3,3,-2,16,7,3,0,1
CCc1ccc(-n2c(O)c(/C=N/NC(=O)c3ccncc3)c(=O)[nH]c2=O)cc1,4,17,3,3,0,-10,-4,6,1,1
CCC(CC)N1CCN(C(=O)Cc2ccccc2)CC1,-17,-8,-2,2,-8,-24,-3,-5,3,-3
CN(C(=O)Oc1cccc2cccnc12)c1ccccc1,-27,5,-2,-1,-2,0,0,1,0,-2
O=C(Cc1ccc(Br)cc1)N1CCN(Cc2ccccc2)CC1,-32,-34,1,1,2,24,9,0,-3,1
CNC(=O)NC(O)C(Cl)(Cl)Cl (centres undefined),-21,3,-2,-4,6,6,-2,5,-3,-1
Cc1ccccc1CN1CCN(C(=O)Cc2ccccc2)CC1,-5,6,-2,-4,-3,12,-3,-1,5,-1
CC(C)(C)c1ccc(CSc2cnn(C(C)(C)C)c(=O)c2Cl)cc1,44,101*,30*,2,-1,-7,-4,2,2,-1
CCOC(=O)c1c(/N=C/C2C(=O)NC(=S)NC2=O)sc(C)c1C,-54,37,0,5,/,4,-3,-1,-1,1
COc1cccc(N2C(=O)NC(=O)/C(=C/c3ccc4c(c3)Cc3ccccc3-4)C2=O)c1,-31,-16,-13,3,-4,9,8,0,6,-3
CCN1CCN(S(=O)(=O)c2ccc(Cl)nc2)CC1,-22,-16,3,3,2,-11,1,-1,-20,/
O=C(C(=O)N1CCOCC1)c1cn(Cc2ccc(F)cc2)c2ccccc12,-5,14,-2,2,-5,-4,-1,-4,-1,-2
